High-throughput results as filed in PubChem.
FBPA Giardia inh = qHTS Assay for Inhibitors of Fructose-1,6-bisphosphate Aldolase from Giardia Lamblia | Potency, µM (doses to about 59.6 µM), for the others: at the highest dose activity, negative = inhibition, most hits filed as inhibitors | purified Giardia FBPA | 290,000 tested, 0.71% active | AID 2451, 2010; also: potency is read from the fitted curve at half-maximal effect; % is scaled to controls: 0 for no effect and ±100 for the full control effect; nearly all actives have a fitted effect of over 55% in size
Target sequence (A8B2U2 whole entry, looked up): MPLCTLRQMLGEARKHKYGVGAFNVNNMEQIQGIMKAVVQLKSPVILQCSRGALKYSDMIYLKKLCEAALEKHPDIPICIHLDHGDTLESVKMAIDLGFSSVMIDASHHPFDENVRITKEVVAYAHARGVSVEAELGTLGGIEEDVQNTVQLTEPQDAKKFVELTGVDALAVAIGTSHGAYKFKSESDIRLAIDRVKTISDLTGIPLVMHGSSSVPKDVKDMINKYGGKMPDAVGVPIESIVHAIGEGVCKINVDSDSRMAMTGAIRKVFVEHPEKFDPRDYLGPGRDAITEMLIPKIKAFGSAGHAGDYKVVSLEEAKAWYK
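Giardia FBPA (40 nM reagent) was preincubated 10 min at RT with compound (up to 57.5 uM final), then substrate plus GAPDH/TPI/NAD/arsenate coupling system with diaphorase/resazurin was added; resorufin fluorescence (525/598 nm) was read after 20 min.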
Cycloheximide cs = Cycloheximide Counterscreen for Small Molecule Inhibitors of Shiga Toxin | 300,000 tested, 12% active | max response, % | cell reporter, cycloheximide protein synthesis inhibition counterscreen; in the data active = max response mostly above about 13%, no sharp cut-off; inactive = mostly below about 14%; also: read at 38.3 µM for the half of the compounds with a filed dose; 0% is about no effect
AMA1-RON2 inh = qHTS for Inhibitors of AMA1-RON; Towards Development of Antimalarial Drug Lead: Primary Screen. 360,000 tested, 0.2% active. AlphaScreen AMA1-biotinylated RON2 peptide binding. Potency, µM (highest dose often 58.2 µM), without a hit: at the top dose activity change, negative = inhibition, most hits filed as inhibitors;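 also: potency is read from the fitted curve at half-maximal effect; 0% = vehicle wells and -100% = peptide control; nearly all actives have a fitted effect of over 45% in size; some results filed as inactive show a strong effect at the top dose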
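AMA1 (3D7) with his tag at 25 nM final met compounds first, then biotinylated RON2 peptide at 25 nM; detection used donor plus acceptor beads, 10 µg/mL apiece, read by AlphaScreen after 30 min at room temperature.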
HCMV inh = qHTS Assay for inhibitors of the human cytomegalovirus (HCMV); activity change, negative = inhibition, % at 57.5 µM; 410,000 tested, 4.5% active; HFF cells, HCMV-luciferase reporter, 72 h; active compounds read low; in the data active = activity change below about -60%; inconclusive = no clear call, values can overlap the other calls; inactive = above about -39%; also: % is scaled to controls: 0 for no effect and ±100 for the full control effect
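Compounds were evaluated in HFFs infected with an HCMV luciferase reporter virus (MOI 1 PFU/cell). Luciferase in lysates collected 72 h post infection served as the replication measure.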
Shiga inhibitor = A qHTS for Small Molecule Inhibitors of Shiga Toxin | Vero cells, Shiga toxin protein synthesis inhibition reporter | inhibition, % at 38.7 µM | 290,000 tested, 9.2% active | AID 2315, 2010; in the data active = inhibition mostly above about 28%, no sharp cut-off; inactive = mostly below about 43%; also: 0% is about no effect
AmpC no deterg = qHTS Inhibitors of AmpC Beta-Lactamase (assay without detergent) | P00811 | AmpC nitrocefin hydrolysis, absorbance 480 nm, 0.0001% Triton | Potency, µM (titrated, usually from 57.1 µM), for inactives: at the highest dose activity change, negative = inhibition, actives largely listed as inhibitors | 330,000 tested, 0.52% active;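 also: potency is read from the fitted curve at half-maximal effect; plate controls were no compound for no effect and no enzyme for full effect; nearly all actives have a fitted effect of over 20% in size; some results filed as inactive show a strong effect at the top dose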
Target sequence (P00811 whole entry, looked up): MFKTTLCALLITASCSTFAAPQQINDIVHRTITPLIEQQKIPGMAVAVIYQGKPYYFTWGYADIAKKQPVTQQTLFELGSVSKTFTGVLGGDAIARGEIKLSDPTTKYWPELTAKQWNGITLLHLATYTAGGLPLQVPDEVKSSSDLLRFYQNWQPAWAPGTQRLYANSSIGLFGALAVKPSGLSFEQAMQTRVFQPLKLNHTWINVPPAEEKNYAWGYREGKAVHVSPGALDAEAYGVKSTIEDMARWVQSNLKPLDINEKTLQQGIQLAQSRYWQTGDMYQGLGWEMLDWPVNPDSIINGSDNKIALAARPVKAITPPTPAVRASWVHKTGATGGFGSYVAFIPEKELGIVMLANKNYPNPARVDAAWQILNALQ
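20 mM phosphate pH 7.0 + 0.01% (detergent screen) or 0.0001% Triton X-100; 5.3 nM AmpC reagent; cpd preinc 15 min RT; nitrocefin (800 uM stock) to start; A480 q20 s × 4 min; Activity was normalised to no-enzyme and no-compound control wells.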
AmpC inh detg = qHTS Inhibitors of AmpC Beta-Lactamase (assay with detergent). AmpC hydrolysis of nitrocefin, absorbance 480 nm, 0.01% Triton. P00811. Potency, µM (titrated, usually from 114 µM), for inactives: at the highest dose activity change, negative = inhibition, hits mostly inhibitors. 370,000 tested, 0.041% active. AID 485294, 2010;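 also: potency is read from the fitted curve at half-maximal effect; 0% = no-compound wells and -100% = no-enzyme wells; nearly all actives have a fitted effect of over 25% in size; some results filed as inactive show a strong effect at the top dose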
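AmpC (5.3 nM in the dispensed reagent) in 20 mM phosphate pH 7.0 with 0.01% (detergent screen) or 0.0001% Triton X-100 was preincubated with compounds for 15 min at room temperature. Nitrocefin was then added from an 800 uM solution, and hydrolysis was followed at 480 nm.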
* hit, by the source's call; ? = inconclusive; nt = no result given; [ ] = remark or other dose. Unless noted, calls follow the shape of the dose curve; as a rule, active = well fitted curve in the direction sought with a large enough effect; inconclusive = small, poorly fitted or top-dose-only effect, or another doubt; inactive = no such curve, though single readings can be large; an effect the other way counts as inactive or inconclusive.

Order of results: FBPA Giardia inh | HCMV inh | Cycloheximide cs | AmpC inh detg | AMA1-RON2 inh | AmpC no deterg | Shiga inhibitor
> CCCc1cc(=O)[nH]c(SCC(=O)Nc2ccc3ccccc3c2)n1
    nt | -3.5 | nt | nt | -0.2% | -16.1% | nt
> CCOC(=O)c1cc(NC(=O)c2ccc(C)cc2)c(=O)oc1-c1ccccc1
    0.4% | -17.0 | -0.4 | -7.2% | 1.3% | -19.5% | -4.1
> CN(CC(=O)Nc1ccc(Cl)c(C(F)(F)F)c1)C(=O)CNC(=O)C1CCCCC1
    nt | 17.7 | nt | -2.6% | 9.7% | -0.2% | nt
> CC1(CO)COC(c2ccccc2)=N1 (stereo unspecified)
    2.3% | 65.9 | -3.0 | 2.2% | -2.4% | 0.5% | 2.1
> CCN(C(=O)c1cc2c(=O)n3ccccc3nc2s1)C1CCCCC1
    0.4% | 21.6 | 17.6 | -11.7% | 54.4%[activator] | 49.8% | 43.6*
> CC1CN(C(=O)CSc2nnc3c(Cl)cc(Cl)cn23)CC(C)O1 (stereo unspecified)
    4.8% | 6.7 | 3.8 | -5.3% | -10.5% | -12.5% | -12.5
> Cc1cc(C(=O)CSc2nn3c(=O)c(C(C)(C)C)nnc3s2)c(C)n1-c1ccc(F)cc1
    -13.4% | 17.7 | -2.5 | -14.8% | -3.6% | -34.4% | -3.4
> CC(=O)N1N=C(c2ccncc2)OC1(Cc1ccccc1)Cc1ccccc1
    1.0% | ? | -1.5 | 1.3% | -7.0% | 56.8% | -9.1
> Cc1ccc(NC(=O)c2ccc(Cn3cc([N+](=O)[O-])cn3)cc2)c(C)c1
    -0.3% | ? | 8.5 | 3.8% | 9.7% | -31.5% | -8.7
> COc1ccc(N2CCN(S(=O)(=O)c3c(C)noc3/C=C/N(C)C)CC2)cc1
    7.1% | -10.2 | 4.8 | 0.9% | -3.4% | -2.8% | -4.9

(list continues)
Order of results: FBPA Giardia inh | HCMV inh | Cycloheximide cs | AmpC inh detg | AMA1-RON2 inh | AmpC no deterg | Shiga inhibitor
> CCOC(=O)c1csc(NC(=O)c2cc(-c3ccccn3)nc3ccccc23)n1
    nt | -15.5 | nt | nt | -1.8% | -16.0% | nt
> C(=N\Nc1ncnc2nc[nH]c12)/c1cccs1
    -1.9% | 61.4 | 40.8* | 0.3% | 101.7%[activator] | -12.8% | 111.0*
> COc1ccc(OC)c(C2C(C#N)=C(N)Oc3cc(C)n(Cc4ccccn4)c(=O)c32)c1 (stereo unspecified)
    -0.9% | 52.3 | -0.7 | ? | -1.5% | -1.0% | -7.3
> CCOC(=O)CC1(NC(=O)c2cc(COc3cncc(Cl)c3)on2)CCCCC1
    nt | -73.4* | 11.2* | -1.2% | -3.1% | 81.6%[activator] | -11.8
> COC(=O)c1ccccc1OCCCOc1ccc(C=O)cc1OC
    -6.7% | 78.0 | 36.9* | -1.9% | -2.0% | 22.1% | 86.5*
> C=CCCn1c(Cl)c(C#N)sc1=O
    -5.6% | nt | -2.0 | nt | nt | nt | -1.8
> C[n+]1cnc(-c2ccccc2)cc1-c1ccccc1
    6.6% | 13.9 | -2.7 | ? | -25.6% | -38.3% | -2.3
> O=C(c1ccc(-c2ccccc2)cc1)N1CCN(c2nc3ccccc3o2)CC1
    1.5% | 24.2 | 15.1* | 3.6% | 0.0% | -9.5% | 13.5
> O=C(Nc1cccc(C(F)(F)F)c1)c1cc(-c2ccco2)on1
    1.8% | 3.1 | 8.0 | -10.6% | 11.9% | -33.1% | 15.2
> O=C(NCCc1cccs1)c1cccs1
    -0.5% | 179.7 | 49.7* | 0.4% | -0.9% | -18.5% | 91.3*

Remaining list, next part:
Order of results: FBPA Giardia inh | HCMV inh | Cycloheximide cs | AmpC inh detg | AMA1-RON2 inh | AmpC no deterg | Shiga inhibitor
> Clc1ccc2[nH]c3c(N4CCC5(CC4)OCCO5)ncnc3c2c1
    2.6% | nt | 4.0 | ? | -1.4% | -4.0% | 2.6
> COc1ccc(NC(=O)COC(=O)c2ccc(Cl)c(S(N)(=O)=O)c2)c([N+](=O)[O-])c1
    -1.8% | -29.0 | 0.5 | 1.7% | -2.8% | -24.2% | -5.7
> CCCn1nc(C(=O)NCc2ccccn2)c2ccccc2c1=O
    4.9% | 24.2 | -1.0 | 2.1% | 6.2% | -7.4% | 10.8
> Cc1nc2ccccc2n1CCc1ccccc1
    -0.1% | -22.3 | 9.9 | -1.6% | 16.5% | -34.7% | 13.7
> CC(=O)c1ccc(NC(=O)C2CCCN(c3ncnc4c3nc3n4CCCCC3)C2)cc1 (stereo unspecified)
    3.9% | ? | 6.8 | -1.8% | -3.4% | 11.2% | -3.9
> O=C1[C@@H]2Cc3c([nH]c4ccccc34)C(c3cccc([N+](=O)[O-])c3)N2C(=O)CN1C1CCN(Cc2ccccc2)CC1 (stereo partly specified)
    -5.5% | -4.3 | 3.2 | -3.9% | nt | 99.1%[activator] | 19.9
> COCc1ccc(CN2CCCC(CO)(Cc3ccccc3C)C2)o1 (stereo unspecified)
    -1.8% | 9.0 | -1.4 | 2.9% | 0.0% | 22.7% | 11.4
> O=C(CSc1nc2ccccc2o1)Nc1ccc(N2CCOCC2)cc1
    0.1% | 8.1 | 46.8* | -12.0% | -8.2% | 1.3% | 62.4*
> COc1ccccc1C1CCN(Cc2cccc([N+](=O)[O-])c2)CC1
    3.7% | 14.2 | -0.9 | 1.8% | -23.0% | -5.2% | 3.2
> CN1CCN(C(=S)SCc2nc(N)nc(Nc3ccc(F)cc3)n2)CC1
    1.9% | 34.6 | 18.6* | 7.3% | -0.9% | 7.4% | 21.4

6 entries out of the list, sorted by SMILES length, lowest first.
Order of results: FBPA Giardia inh | HCMV inh | Cycloheximide cs | AmpC inh detg | AMA1-RON2 inh | AmpC no deterg | Shiga inhibitor
> CC1(CO)COC(c2ccccc2)=N1 (stereo unspecified)
    2.3% | 65.9 | -3.0 | 2.2% | -2.4% | 0.5% | 2.1
> CCCn1nc(C(=O)NCc2ccccn2)c2ccccc2c1=O
    4.9% | 24.2 | -1.0 | 2.1% | 6.2% | -7.4% | 10.8
> CCN(C(=O)c1cc2c(=O)n3ccccc3nc2s1)C1CCCCC1
    0.4% | 21.6 | 17.6 | -11.7% | 54.4%[activator] | 49.8% | 43.6*
> CC1CN(C(=O)CSc2nnc3c(Cl)cc(Cl)cn23)CC(C)O1 (stereo unspecified)
    4.8% | 6.7 | 3.8 | -5.3% | -10.5% | -12.5% | -12.5
> COc1ccc(OC)c(C2C(C#N)=C(N)Oc3cc(C)n(Cc4ccccn4)c(=O)c32)c1 (stereo unspecified)
    -0.9% | 52.3 | -0.7 | ? | -1.5% | -1.0% | -7.3
> Cc1cc(C(=O)CSc2nn3c(=O)c(C(C)(C)C)nnc3s2)c(C)n1-c1ccc(F)cc1
    -13.4% | 17.7 | -2.5 | -14.8% | -3.6% | -34.4% | -3.4

Following part.
Order of results: FBPA Giardia inh | HCMV inh | Cycloheximide cs | AmpC inh detg | AMA1-RON2 inh | AmpC no deterg | Shiga inhibitor
> Cc1cccnc1N1C(=O)c2ccc(C(=O)O)cc2C1=O
    -0.6% | -33.9 | -1.5 | ? | -9.1% | -10.9% | -12.1
> O=C1NC(=O)/C(=C/c2ccccn2)S1
    -8.6% | 30.1 | -2.2 | 1.6% | -25.2% | -6.1% | 51.4
> CCN(CC)C(=O)CSc1nc2ccccc2c(=O)n1OC
    -1.8% | -38.7 | 1.9 | ? | 0.0% | 0.8% | -18.6
> COCCn1c(SCC(=O)Nc2ccc(F)cc2)nc2c(oc3ccccc32)c1=O
    -1.1% | -21.5 | -1.2 | -12.9% | 7.2% | -16.6% | 1.2
> COc1ccc2nc(SCC(=O)N3CC(=O)Nc4ccccc43)c(C#N)cc2c1
    -10.7% | -99.6* | -2.2 | ? | -3.1% | -51.9% | -7.2
> COc1ccc(-c2nnc(NC(=O)CS(=O)(=O)c3ccc(Cl)cc3)o2)c(OC)c1
    nt | -39.6 | 13.7 | 1.8% | 12.7% | -26.8% | 3.5
> CCOc1ccc(NC(=O)CSc2nc(=O)n(CCN3CCOCC3)c3c2CCCC3)cc1
    nt | -11.4 | nt | -13.7% | 15.0% | -17.2% | nt
> CC1=NN(c2ccccc2)C(=O)/C1=C\c1ccc(Br)s1
    -14.1% | 107.0 | 1.4 | -12.8% | ? | -26.6% | -9.4
> Cc1cc(-c2ccccc2)nc2[n+]1CCN2C
    -2.0% | -84.3* | -4.6 | ? | 0.4% | -9.3% | -10.1
> Cc1ccc(S(=O)(=O)CCC(=O)OCn2nnc3ccccc3c2=O)cc1
    1.6% | -2.6 | -2.0 | 0.7% | 5.4% | 2.5% | 24.4

Next section:
Order of results: FBPA Giardia inh | HCMV inh | Cycloheximide cs | AmpC inh detg | AMA1-RON2 inh | AmpC no deterg | Shiga inhibitor
> O=C(Nc1nccs1)C1CC=CC2CCN(Cc3ccc(Cl)c(Cl)c3)C(=O)C21 (stereo unspecified)
    21.4% | nt | -0.7 | nt | nt | nt | -10.7
> CCNS(=O)(=O)c1ccc(NC(=O)c2ccccc2SCCOC)cc1
    13.6% | ? | 4.6 | 8.7% | -7.3% | 0.9% | 15.7
> CCOC(=O)c1ccc(NC(=O)c2cccc(S(=O)(=O)N3c4ccccc4CC3C)c2)s1 (stereo unspecified)
    -3.5% | -69.4* | -2.5 | -4.6% | -4.4% | ? | 12.1
> O=C(CSc1nnc(-c2cccs2)o1)N1CCCc2ccccc21
    -15.9% | -9.9 | -3.6 | -14.6% | -0.1% | -27.5% | 1.6
> O=c1cc(-c2ccccc2)c2ccc(O)c(CN3CCCCC3)c2o1
    -0.1% | 8.7 | -3.1 | -0.7% | 5.9% | -13.9% | 3.4
> Cc1c(Cl)cnc(NC(=O)COC(=O)c2nn(C)c(=O)c3ccccc23)c1Cl
    -9.4% | -34.2 | -0.9 | 1.4% | -2.4% | -57.3% | -5.0
> CC(CCc1ccccc1)NC(=O)C(=O)c1c[nH]c2ccccc12 (stereo unspecified)
    nt | -36.4 | -5.8 | -1.1% | 5.2% | -23.0% | 5.2
> COCCN(C(=S)Nc1ccccc1C)C(C)c1cccs1 (stereo unspecified)
    -0.9% | -2.6 | 7.7 | 5.2% | -18.2% | -27.7% | -5.7
> S=C1Nc2cc(Cl)ccc2Sc2ccccc21
    3.7% | 26.7 | -1.9 | -17.7% | 57.5%[activator] | -31.9% | -16.0
> O=C(COC(=O)CNC(=O)c1ccc2c(c1)OCO2)Nc1ncc(Cl)cc1Cl
    3.3% | -31.4 | 6.4 | 4.0% | -0.1% | -28.0% | -11.0
> CC(=O)[C@H]1CC[C@H]2[C@@H]3CC=C4C[C@@H](O)CC[C@]4(C)[C@H]3CC[C@]12C
    nt | 0.0 | nt | ? | 16.0% | -18.7% | nt
> Cc1ccc(CNC(=O)CCS(=O)(=O)c2ccc(C)cc2)cc1
    0.9% | 24.8 | -2.2 | 3.7% | -5.6% | -48.2% | 9.1
